Assay outcomes deposited in PubChem BioAssay by several laboratories.
NR2F2 inh = NR2F2 transcriptional activity inhibitors, primary screen, cell-based, luciferase reporter, HEK293T, luminescence; COUP transcription factor 2 (Homo sapiens), P24468; HEK293T NGFI-A luciferase reporter; inhibition, % at 8.6 µM; 370,000 compounds, 0.7% hits; AID 686940, 2013;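 active = inhibition above a per-plate cutoff, mean inhibition of test wells between control levels plus 3 SD, cut at about 38% in these data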;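 also: cells cotransfected with COUP-TFII expression vector driving the NGFI-A reporter; 0% = median of COUP-TF2 test wells and 100% = reporter-only cells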
Vif inh = HIV Vif self-association inhibitors, primary screen, imaging, HEK293T, single point. HEK293T cells, Vif self-association by quenched fluorescence, 24 h. AID 602346, 2012. 340,000 compounds, 0.35% hits. inhibition, % at 7.49 µM; in the data active = inhibition above about 50%, passing the limit was not always enough; inconclusive = no clear call, values can overlap the other calls; inactive = below about 31%; also: some results filed as inactive read as strong as hits
SRC1 inh = SRC1 coactivator transcriptional activity inhibitors, primary screen, cell-based, luminescence | 360,000 compounds, 0.12% hits | inhibition, % at 3.6 µM | Nuclear receptor coactivator 1 (Homo sapiens), Q15788 | AID 588354, 2011 | HEK293 GAL4-SRC1 luciferase reporter;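 active = inhibition above the campaign mean plus 3 SD, with each screening campaign given its own cutoff, cut at about 60% in these data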;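 also: 0% = DMSO treated cells and 100% = gossypol at 36 µM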
TROY signal inh = inhibitors of TROY-driven NF-kB signaling, primary screen, Q293 LMP1-TROYcd cells, NF-kB luciferase, uHTS | inhibition, % at 10 µM | 360,000 compounds, 0.98% hits | Q293 LMP1-TROYcd NF-kB luciferase reporter, 4 h;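 active = compounds whose plate-normalised and pattern-corrected inhibition of the luciferase reporter signal at the single screening dose is 50% or more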
TLR9-MyD88 block = inhibitors of TLR9-MyD88 association in cells, primary screen, cell-based, CHO, BLA complementation, fluorescence. inhibition, % at 4.98 µM. CCF4 FRET ratio. 340,000 compounds, 0.21% hits;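 active = inhibition above the mean over all tested compounds plus 3 SD, cut at about 21% in these data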;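 also: 0% = DMSO only wells and 100% = clavulanate BLA inhibitor control wells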
NOD2-RIPK2 inh = NOD2-RIPK2 binding disruptors in cells, primary screen, fluorescence, CHO cells, BLA complementation; 360,000 compounds, 0.38% hits; Receptor-interacting serine/threonine-protein kinase 2 (Homo sapiens), O43353; AID 624267, 2012; CCF4 ratio; inhibition, % at 4.98 µM; in the data active = inhibition above about 21%;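 also: 0% = vehicle only and 100% = reference blocker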
EBV LMP1 NFkB = EBV LMP1-driven NF-kappaB luciferase reporter inhibitors, primary screen, cell-based, luminescence, single point; 350,000 compounds, 0.69% hits; LMP1-induced NF-kappaB luciferase reporter cells; inhibition, % at 12.5 µM; in the data active = inhibition above about 41%; inconclusive = no clear call, values can overlap the other calls;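 also: 0% = neutral control wells and 100% = reference inhibitor control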
LRH-1 inv ag = LRH-1 (NR5A2) inverse agonists, primary screen, cell-based, luminescence, HEK293T, StAR-luciferase reporter; inhibition, % at 3.6 µM; 360,000 compounds, 0.13% hits; LRH-1 transfected, 24 h;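 active = inhibition above the mean inhibition of all tested compounds plus 3 SD, cut at about 73% in these data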;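 also: 0% = DMSO wells and 100% = reporter-only cells lacking LRH-1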
SRC3 inh = SRC3 coactivator transcriptional activity inhibitors, primary screen, cell-based, luminescence. Nuclear receptor coactivator 3 (Homo sapiens), Q9Y6Q9. HEK293 GAL4-SRC3 luciferase reporter. inhibition, % at 3.6 µM. 360,000 compounds, 0.17% hits. AID 588352, 2011;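 active = inhibition above a per-campaign cutoff, the mean of all compounds plus 3 SD, cut at about 60% in these data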;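 also: 0% = DMSO-treated cells and 100% = gossypol-treated cells at 36 µM; higher means less SRC3-driven luciferase light from the GAL4 reporter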
Target sequence (Q9Y6Q9 whole entry, looked up, the tested form may be a part): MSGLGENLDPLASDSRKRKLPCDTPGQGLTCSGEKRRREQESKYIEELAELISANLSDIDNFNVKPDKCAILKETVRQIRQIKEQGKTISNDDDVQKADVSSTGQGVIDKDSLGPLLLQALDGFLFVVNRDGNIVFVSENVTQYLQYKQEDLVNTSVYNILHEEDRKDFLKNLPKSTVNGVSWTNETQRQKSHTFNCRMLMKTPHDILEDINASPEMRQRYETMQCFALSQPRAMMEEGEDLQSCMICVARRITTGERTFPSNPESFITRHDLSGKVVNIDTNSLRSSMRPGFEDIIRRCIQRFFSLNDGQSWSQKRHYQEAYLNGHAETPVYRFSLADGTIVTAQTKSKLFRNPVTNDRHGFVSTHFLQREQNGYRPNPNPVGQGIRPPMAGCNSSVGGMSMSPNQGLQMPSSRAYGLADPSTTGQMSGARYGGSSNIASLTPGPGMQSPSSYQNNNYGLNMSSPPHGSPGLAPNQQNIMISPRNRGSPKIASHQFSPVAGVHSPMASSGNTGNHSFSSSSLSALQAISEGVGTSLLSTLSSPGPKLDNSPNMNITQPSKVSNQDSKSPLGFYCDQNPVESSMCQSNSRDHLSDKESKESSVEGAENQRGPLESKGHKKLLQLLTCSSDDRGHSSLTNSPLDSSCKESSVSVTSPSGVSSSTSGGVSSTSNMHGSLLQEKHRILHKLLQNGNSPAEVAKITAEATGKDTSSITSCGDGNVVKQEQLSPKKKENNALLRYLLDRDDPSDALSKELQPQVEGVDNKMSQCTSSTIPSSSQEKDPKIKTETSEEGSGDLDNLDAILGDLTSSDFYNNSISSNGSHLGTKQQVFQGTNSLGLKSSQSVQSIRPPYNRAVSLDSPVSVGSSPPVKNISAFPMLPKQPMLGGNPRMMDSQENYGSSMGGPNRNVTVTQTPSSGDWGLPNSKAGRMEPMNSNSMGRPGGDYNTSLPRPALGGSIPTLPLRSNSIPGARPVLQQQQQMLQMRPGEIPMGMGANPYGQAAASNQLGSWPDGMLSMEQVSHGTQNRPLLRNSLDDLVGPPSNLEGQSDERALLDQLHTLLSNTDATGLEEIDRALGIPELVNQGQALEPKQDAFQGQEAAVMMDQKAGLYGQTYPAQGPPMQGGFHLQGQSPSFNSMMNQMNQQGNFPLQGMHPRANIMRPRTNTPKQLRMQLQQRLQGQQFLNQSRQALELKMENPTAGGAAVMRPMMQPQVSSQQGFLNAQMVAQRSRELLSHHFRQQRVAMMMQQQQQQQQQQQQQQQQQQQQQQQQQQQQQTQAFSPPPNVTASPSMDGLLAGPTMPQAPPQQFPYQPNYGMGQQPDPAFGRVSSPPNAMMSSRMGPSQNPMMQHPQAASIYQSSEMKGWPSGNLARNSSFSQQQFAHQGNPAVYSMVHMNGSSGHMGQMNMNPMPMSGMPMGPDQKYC
C8 TRAIL sens = viability loss with TRAIL in NB7+C8 cells, primary screen, TRAIL sensitizer project, cell-based, ATPlite luminescence | inhibition (viability loss, TRAIL sensitization), % at 10 µM | 360,000 compounds, 1% hits | AID 624354, 2012;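 active = compounds causing at least 50% loss of cell viability in the single-dose screen, relative to plate controls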
SRC2 inh = inhibition of GAL4-SRC2 driven luciferase reporter, primary screen, SRC2 inhibitor project, cell-based, luminescence; Nuclear receptor coactivator 2 (Homo sapiens), Q15596; HEK293 GAL4-SRC2 luciferase reporter; inhibition, % at 9 µM; 370,000 compounds, 0.17% hits; AID 651957, 2012;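 active = inhibition above the mean inhibition of all tested compounds plus 3 SD, set per campaign, cut at about 52% in these data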;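 also: 0% = DMSO treated cells and 100% = cells given Gossypol at 36 µM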
Numbers without * were called inactive; ? = inconclusive; . = not tested or not shown. These rows are one share of the data (hit frequency here may not be typical).

SMILES | NR2F2 inh | Vif inh | SRC1 inh | TROY signal inh | TLR9-MyD88 block | NOD2-RIPK2 inh | EBV LMP1 NFkB | LRH-1 inv ag | SRC3 inh | C8 TRAIL sens | SRC2 inh
CC(=O)Nc1cccc(NC(=O)c2ccc3c(c2)CCN3S(=O)(=O)c2ccccc2)c1 | -3.5 | 3.2 | 21.2 | -4.7 | 1.6 | 4.3 | -8.5 | -26.7 | -14.1 | -6.1 | -21.9
Cc1cc(C)nc(NS(=O)(=O)c2ccc(NC(=O)c3ccco3)cc2)n1 | -15.5 | 7.5 | -7.7 | 2.8 | 0.7 | 0.4 | 15.6 | -5.7 | 10.8 | -12.9 | 23.9
COc1ccc(NC(=O)C2CCN(C(=O)Nc3ccccc3)CC2)cc1S(=O)(=O)N(C)C | -3.4 | 6.9 | -4.3 | 11.8 | -8.3 | -4.6 | -1.9 | 10.7 | 7.3 | -7.7 | -13.6
Cc1ccc(C)c(NC(=O)CN(C)C(=O)c2ccc(S(=O)(=O)N(C)c3ccccc3)cc2)c1 | -4.7 | -4.3 | -20.8 | 8.2 | -13.3 | -5.8 | 1.2 | 1.0 | 3.0 | 7.7 | 17.3
O=C(NC1CCCC1)C(c1cccs1)N(CC1CCCO1)C(=O)Cc1cccs1 (centres undefined) | 4.2 | -5.8 | 5.1 | 11.7 | -11.7 | 4.1 | 1.3 | 11.9 | 21.0 | -13.8 | 1.3
COc1cc(OC)nc(Nc2nc(C(N)c3ccccc3Cl)cs2)n1 (centres undefined) | -9.9 | -3.5 | -4.8 | 8.7 | . | 1.5 | . | -15.1 | -4.7 | 16.8 | 14.6
CCOC(=O)C1CCCN(C(=O)Cn2c(=O)c3cccn3c3cccnc32)C1 (centres undefined) | 15.8 | -2.9 | 6.5 | 9.2 | -0.9 | -1.7 | -7.1 | -10.1 | -19.2 | 11.2 | 27.4
Cc1cc(OCC(=O)OCC(=O)NC2CCS(=O)(=O)C2)ccc1Cl (centres undefined) | -9.3 | 7.2 | -22.6 | 5.7 | 1.5 | -3.2 | 0.9 | 7.5 | -7.0 | 8.6 | -16.9
COc1cc(C)c(Br)cc1S(=O)(=O)NCCCN1CCOCC1 | 11.8 | 13.0 | -4.6 | -10.9 | 6.9 | -2.8 | -2.7 | 18.2 | -5.0 | 2.4 | 5.2
Cc1ccc2[nH]c(=O)c(CN(c3cccc(C)c3C)S(=O)(=O)c3ccccc3)cc2c1 | . | -3.2 | 2.6 | 22.8 | 1.0 | 2.1 | 6.4 | 15.1 | -6.1 | 21.7 | .
COc1ccc(CN2CCNC(=O)C2CC(=O)N(C)Cc2nccs2)c(OC)c1 (centres undefined) | 12.7 | -8.2 | 10.1 | -10.8 | 4.2 | 8.6 | 6.2 | -4.5 | -8.6 | -13.1 | -12.7
CCOC(=O)CC1COCCN1C(=O)c1cc(COc2ccccc2SC)on1 (centres undefined) | -25.1 | -4.1 | -12.6 | -18.9 | -2.2 | -13.3 | -9.0 | -42.3 | -28.0 | -6.7 | -43.0

The list goes on, overlapping the part above by 2 compounds.
SMILES | NR2F2 inh | Vif inh | SRC1 inh | TROY signal inh | TLR9-MyD88 block | NOD2-RIPK2 inh | EBV LMP1 NFkB | LRH-1 inv ag | SRC3 inh | C8 TRAIL sens | SRC2 inh
COc1ccc(CN2CCNC(=O)C2CC(=O)N(C)Cc2nccs2)c(OC)c1 (centres undefined) | 12.7 | -8.2 | 10.1 | -10.8 | 4.2 | 8.6 | 6.2 | -4.5 | -8.6 | -13.1 | -12.7
CCOC(=O)CC1COCCN1C(=O)c1cc(COc2ccccc2SC)on1 (centres undefined) | -25.1 | -4.1 | -12.6 | -18.9 | -2.2 | -13.3 | -9.0 | -42.3 | -28.0 | -6.7 | -43.0
CCC(CO)Nc1ccn2nc(-c3ccccc3)cc2n1 (centres undefined) | -42.2 | -14.0 | -99.3 | -26.2 | . | -7.3 | . | -173.7 | -103.0 | -6.4 | -43.7
CCCCn1nnnc1C(CC)N1CCN(C/C=C/c2ccccc2)CC1 (centres undefined) | 12.6 | 2.9 | -5.0 | 19.9 | . | -6.5 | . | 9.0 | 3.3 | -7.0 | 19.8
COC(=O)CNC(c1ccccc1Cl)c1cc(Br)ccc1NC(=O)CCN1CCOCC1 (centres undefined) | 4.0 | . | -85.1 | -21.7 | 3.1 | 2.0 | 22.5 | 1.2 | -1.9 | 4.4 | -13.3
CC1(C)NC(=O)N(CC(O)Cn2c3ccccc3c3ccccc32)C1=O (centres undefined) | -25.1 | -21.5 | -20.8 | 14.4 | -3.0 | -13.2 | -1.3 | -2.1 | 10.6 | 1.3 | -13.0
Cc1cc(C)cc(NC(=O)CCCn2nc(C)c3c(C)n(-c4ccccc4)nc3c2=O)c1 | 5.9 | -9.9 | 3.8 | -5.8 | -6.6 | -3.2 | -5.0 | 8.1 | 5.9 | -9.6 | -13.2
COc1ccccc1-c1cccc(-c2nc(C(=O)Nc3nccs3)cc3c2[C@@H](CCO)N(C(=O)CC2CC2)C3)c1 | 8.1 | . | . | 4.9 | . | -12.6 | . | -7.4 | . | 23.5 | 14.1
COC(=O)c1sc(-c2ccccc2)cc1NC(=O)C1CC1 | 4.8 | -10.1 | -14.8 | -53.2 | -2.1 | -6.6 | 3.9 | 16.8 | 1.8 | -10.4 | 10.1
O=C(O)c1ccc(C2SCC(=O)N2Cc2ccco2)cc1 (centres undefined) | -1.9 | 5.8 | -5.5 | 1.6 | 1.6 | -12.7 | 11.3 | -5.4 | -7.1 | -3.5 | -22.5
CCOc1ccc(NC(=O)CN(C)C(=O)c2ccc3c(c2)C(=O)N(CCC(C)C)C3=O)cc1OCC | 12.0 | 1.7 | -2.5 | 12.2 | -4.3 | -2.0 | 0.4 | 2.0 | -18.1 | -13.8 | -4.8
O=C(CCc1nnc(COc2ccccc2)o1)NCc1ccc(Cl)s1 | 8.0 | -6.8 | 0.5 | -1.9 | 5.0 | 0.2 | -1.5 | -4.4 | 4.5 | -9.3 | 17.5
Cc1c(C(c2ccc(F)cc2)c2c(C)n(C)n(-c3ccccc3)c2=O)c(=O)n(-c2ccccc2)n1C | -3.4 | -1.3 | -16.0 | 18.6 | -4.1 | 5.6 | 2.4 | 4.0 | -0.5 | 1.8 | -29.6
CCOc1ccc2oc(C(=O)OCC(=O)NC(=O)NC)c(C)c2c1 | -1.2 | 1.1 | -8.9 | -2.2 | -3.6 | -3.7 | 4.9 | 7.8 | 13.4 | -1.8 | -2.2
O=C(O)c1ccc(SCc2cnc(Cl)s2)cc1 | 7.7 | -0.6 | -2.0 | -8.9 | -3.3 | -10.3 | -11.9 | 3.1 | -11.9 | -8.4 | 1.8
O=C(CN(C(=O)CCC(=O)Nc1nccs1)c1ccc(F)cc1)NCc1ccc(F)cc1 | -14.0 | 3.4 | 0.5 | -8.3 | -0.4 | -16.0 | -14.1 | -8.4 | -6.5 | 5.9 | -19.1
Cc1ccccc1NC(=S)NC1(C)CCS(=O)(=O)C1 (centres undefined) | 6.9 | 4.6 | -7.0 | -8.0 | -8.1 | -3.5 | 0.6 | 2.1 | 3.5 | -8.6 | 5.0
Cc1ccc(Cc2c(C(C)(C)C)nc3ccc(Br)cn23)cc1 | -23.4 | . | -24.6 | -52.6 | . | -20.5 | . | -27.5 | -24.9 | 1.4 | -47.9
CN(C)c1ccc(NC(=O)CSc2n[nH]c(-c3ccncc3)n2)cc1 | -11.9 | ? | -18.4 | 10.3 | -0.7 | 0.1 | 0.8 | 20.8 | 2.6 | -7.1 | 8.3
CC(=O)c1ccc(NC(=S)N2CCCC2)cc1 | 3.8 | -4.9 | -25.4 | -8.5 | -0.6 | 5.4 | -2.5 | -19.8 | -44.1 | 7.7 | -40.4
COc1ccc(S(=O)(=O)Nc2cccc(-n3cnnn3)c2)cc1OC | -19.9 | -0.8 | 2.9 | -6.6 | 2.6 | -3.2 | -6.3 | 13.9 | 1.5 | 1.2 | 1.7
CC1CCCN1CC#CC(O)(c1ccccc1)c1ccccc1 (centres undefined) | -10.8 | 1.6 | 0.3 | -21.6 | . | -7.7 | . | -12.3 | 4.2 | 14.1 | 7.1
Cc1ccc(/C(O)=C/c2nc3ccccc3oc2=O)cc1 | 5.2 | 6.8 | -20.8 | -45.5 | . | -14.9 | . | 13.9 | 3.6 | -0.5 | -8.2
CCOCC(=O)Nc1cc(C(=O)Nc2cccc(C)c2C)ccc1Cl | -8.2 | -16.7 | -50.8 | -10.8 | 1.1 | 0.6 | -2.0 | 13.4 | -0.3 | -5.1 | -35.2
Cc1cccc(NS(=O)(=O)c2ccc(C)c(C(=O)NCc3ccncc3)c2)c1 | -17.0 | 10.7 | -25.5 | -5.2 | -7.4 | -0.3 | 2.1 | -3.3 | -1.9 | 16.2 | -30.6
CCn1cc(C(=O)O)c(=O)c2cc(F)c(N3CCN(C(=O)Nc4ccccc4)CC3)cc21 | 2.9 | -6.9 | 0.0 | 40.4 | 0.7 | -1.0 | 3.6 | -7.1 | 8.2 | 15.0 | -16.4
O=C(NCCc1ccc(Cl)cc1)C1CCN(S(=O)(=O)N2CCCC2)CC1 | -5.0 | -3.8 | 5.0 | -5.3 | 13.4 | -12.7 | -13.5 | -7.3 | 21.0 | -5.6 | -43.1
COc1ccccc1C(=O)NNC(=O)C(=O)N1CCCCC1 | -6.6 | -2.3 | 6.5 | -15.2 | 4.9 | -7.2 | 2.9 | 1.0 | -2.8 | -1.3 | -2.5
O=C(C(=O)N1CCN(C/C=C/c2ccccc2)CC1)c1ccccc1 | 1.1 | . | . | . | . | -2.7 | . | 22.7 | . | -4.4 | 5.7
CCCCc1nnc(NC(=O)C=C(C)C)s1 | -1.7 | 8.9 | -19.8 | -8.4 | -2.4 | -9.1 | -6.6 | -24.6 | 6.7 | -19.0 | -27.2
Cc1cc(O)c(/C=N/OCc2ccc(Cl)cc2Cl)c(=O)o1 | 1.6 | 25.7 | -2.4 | -2.9 | -8.4 | -7.1 | -8.2 | -17.8 | 13.6 | -2.4 | 17.1
COc1cccc(NC(=O)c2nn(C34CC5CC(CC(C5)C3)C4)cc2[N+](=O)[O-])c1 | -0.5 | -10.5 | 4.5 | 4.6 | -5.0 | -6.0 | -8.4 | 4.2 | 9.7 | 6.2 | 10.4
COCCCNC(=O)c1cccn2c(=O)c3cc4ccccc4cc3nc12 | 15.3 | 31.2 | -41.4 | 11.7 | -0.8 | -0.5 | -72.7 | -1.8 | 11.0 | 27.6 | -41.5
